# IL-1B inflam inh: qHTS for Inhibitors of Inflammasome Signaling: IL-1-beta AlphaLISA Primary Screen; THP-1 LPS/ATP IL-1B secretion, AlphaLISA, 16 h; active compounds read low; activity change, % at 57.5 µM; hit rate 4.7% among 360,000; AID 743279, 2014; in the data active = activity change below about -50%; inconclusive = mostly about -30% to -49%; also: % is scaled to controls: 0 for no effect and ±100 for the full control effect
#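 Secreted IL-1B measured by AlphaLISA bead assay after 16 h compound exposure of THP-1 cells; compounds (final up to 57.5 uM) added 1 h before LPS (250 ng/mL) and ATP (1.25 mM) stimulation; lower signal means less secretion.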
# ATXN2 expr inh: Primary qHTS for Inhibitors of ATXN expression. HEK-293 ATXN2-luciferase reporter, luminescence, 24 h. Potency, µM (titrated, usually from 57 µM), without a hit: top-dose activity change, negative = inhibition, hits mostly inhibitors. hit rate 0.72% among 360,000; also: potency is read from the fitted curve at half-maximal effect; % is scaled to controls: 0 for no effect and ±100 for the full control effect; nearly all actives have a fitted effect of over 55% in size
#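 qHTS (up to 57 uM final) was run with 24 h compound exposure of reporter cells at 37 °C. Each well was multiplexed: SteadyGlo luminescence measured ATXN2-luciferase expression after a fluorogenic Gly-Phe-AFC viability readout (25 uM final).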
# KB-V1 cytotox: qHTS assay for MDR1-selective chemotherapeutics: Primary screen using the drug-selected MDR subline cells KB-V1. KB-V1 MDR cells viability, CellTiter-Glo, 72 h. Potency, µM (highest dose often 46.1 µM), without a hit: top-dose activity change, negative = cytotoxicity, usual class: cytotoxic. hit rate 3.4% among 400,000; also: potency is read from the fitted curve at half-maximal effect; % is scaled to controls: 0 for no effect and ±100 for the full control effect; nearly all actives have a fitted effect of over 60% in size
#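 KB-V1, DMEM (no phenol red) + 10% FBS; cpd pin-transferred, titration series; 72 h, 37 degrees C; CellTiter-Glo, luminescence. Data normalized, curve-fit.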
# HT1080 IDH1KD tx: qHTS for induction of synthetic lethality in tumor cells producing 2HG: qHTS for the HT-1080-IDH1KD cell line; HT-1080 IDH1 knockdown viability, ATP luminescence, 48 h; Potency, µM (doses to about 46.1 µM), for inactives: at the top dose activity, negative = toxicity, usual class: cytotoxic; AID 686971, 2013; hit rate 2% among 360,000;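 also: potency is read from the fitted curve at half-maximal effect; 0% = DMSO wells and -100% = cell-free medium wells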
#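 HT-1080-IDH1KD cells (IDH1 knocked down), 750/well in RPMI with 5% FBS, treated with compound 48 h at 37 degrees C. Viability by CellTiter-Glo luminescence, normalised to DMSO and no-cell wells; concentration-response curves classed.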
# WRN helicase inh: qHTS for Inhibitors of WRN Helicase; Bifunctional 3'-5' exonuclease/ATP-dependent helicase WRN (Homo sapiens), Q14191; WRN helicase unwinding, fluorescent forked duplex, kinetic; Potency, µM (highest dose often 114 µM), for inactives: at the highest dose activity change, negative = inhibition, usual class: inhibitors; hit rate 0.46% among 360,000; also: potency is read from the fitted curve at half-maximal effect; % is scaled to controls: 0 for no effect and ±100 for the full control effect; nearly all actives have a fitted effect of over 55% in size
# Target sequence (Q14191 whole entry, looked up): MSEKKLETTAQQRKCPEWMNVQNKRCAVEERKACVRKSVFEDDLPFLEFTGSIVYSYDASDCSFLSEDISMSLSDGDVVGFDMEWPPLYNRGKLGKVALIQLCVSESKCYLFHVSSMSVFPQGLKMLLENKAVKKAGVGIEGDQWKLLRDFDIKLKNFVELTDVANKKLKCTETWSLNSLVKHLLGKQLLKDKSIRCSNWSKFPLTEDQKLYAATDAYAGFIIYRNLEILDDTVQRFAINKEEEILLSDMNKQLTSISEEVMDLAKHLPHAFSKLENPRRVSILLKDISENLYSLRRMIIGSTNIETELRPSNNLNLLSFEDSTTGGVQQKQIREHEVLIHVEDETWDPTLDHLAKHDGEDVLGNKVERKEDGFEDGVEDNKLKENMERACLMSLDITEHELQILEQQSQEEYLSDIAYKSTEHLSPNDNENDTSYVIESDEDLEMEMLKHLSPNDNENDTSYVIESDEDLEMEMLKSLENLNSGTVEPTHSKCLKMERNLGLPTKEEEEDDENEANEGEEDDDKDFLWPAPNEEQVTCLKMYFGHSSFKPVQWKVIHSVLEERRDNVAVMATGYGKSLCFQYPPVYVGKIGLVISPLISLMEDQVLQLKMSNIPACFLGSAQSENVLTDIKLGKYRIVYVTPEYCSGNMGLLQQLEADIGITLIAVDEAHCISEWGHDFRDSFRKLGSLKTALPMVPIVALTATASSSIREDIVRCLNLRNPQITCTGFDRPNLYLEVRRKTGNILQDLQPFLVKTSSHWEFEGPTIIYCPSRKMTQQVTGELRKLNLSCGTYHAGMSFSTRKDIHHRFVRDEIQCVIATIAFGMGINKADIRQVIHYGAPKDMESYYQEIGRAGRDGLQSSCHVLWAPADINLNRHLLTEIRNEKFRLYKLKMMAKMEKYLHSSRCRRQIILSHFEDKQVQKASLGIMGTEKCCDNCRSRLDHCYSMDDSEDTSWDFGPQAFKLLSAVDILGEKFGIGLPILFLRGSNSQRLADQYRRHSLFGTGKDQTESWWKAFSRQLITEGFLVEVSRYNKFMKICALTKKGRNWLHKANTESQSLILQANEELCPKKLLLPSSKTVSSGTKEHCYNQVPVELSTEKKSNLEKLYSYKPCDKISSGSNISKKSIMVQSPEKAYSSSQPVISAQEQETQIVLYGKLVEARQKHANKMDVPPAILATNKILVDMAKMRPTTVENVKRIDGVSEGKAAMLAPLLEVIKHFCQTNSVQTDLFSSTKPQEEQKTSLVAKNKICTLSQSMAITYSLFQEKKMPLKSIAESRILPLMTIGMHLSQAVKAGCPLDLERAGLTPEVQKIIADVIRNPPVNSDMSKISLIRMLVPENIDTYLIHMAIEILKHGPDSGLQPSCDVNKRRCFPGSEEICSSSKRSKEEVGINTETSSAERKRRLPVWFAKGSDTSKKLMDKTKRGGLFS
#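 Fluorescence dequenching readout, ex 525 nm/em 598 nm, kinetic mode: forked duplex DNA (100 nM final) with adjacent fluorophore and quencher unwound by WRN (20 nM final) with 2 mM ATP. Compound preincubation 15 min, room temperature.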
# HT1080-NT tox: qHTS for induction of synthetic lethality in tumor cells producing 2HG: qHTS for the HT-1080-NT fibrosarcoma cell line. HT-1080-NT fibrosarcoma viability, CellTiter-Glo ATP luminescence, 48 h. Potency, µM (series often up to 46.1 µM), inactives show at the top dose activity, negative = less viability, actives largely listed as cytotoxic. hit rate 1.6% among 360,000;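 also: NT is the 2HG producing partner of a matched IDH1 knockdown line; potency is read from the fitted curve at half-maximal effect; 0% = DMSO-treated cells and -100% = media-only wells without cells; nearly all actives have a fitted effect of over 55% in size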
#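 Viability by CellTiter-Glo luminescence after 48 h compound exposure at 37C of HT-1080-NT cells (750/well, RPMI, 5% FBS). % activity scaled between DMSO wells and medium-only wells, then curve-fitted and categorized by curve class.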
# KB-3-1 cytotox: qHTS assay for MDR1-selective chemotherapeutics: Primary screen using the parental adenocarcinoma cell KB-3-1 | hit rate 1.4% among 400,000 | KB-3-1 viability, CellTiter-Glo ATP luminescence, 72 h | Potency, µM (series often up to 46.1 µM), without a hit: at the top dose activity change, negative = cytotoxic, most hits filed as cytotoxic; also: potency is read from the fitted curve at half-maximal effect; % is scaled to controls: 0 for no effect and ±100 for the full control effect; nearly all actives have a fitted effect of over 60% in size
#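 72 h, 37 °C compound treatment of KB-3-1 parental cells; CellTiter-Glo added, 10 min, luminescence read. Data corrected against DMSO-only plates and normalized before curve fitting.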
# SW480 rereplic: A quantitative high throughput screen for small molecules that induce DNA re-replication in SW480 colon adenocarcinoma cells | SW480 DNA re-replication, Hoechst DNA content imaging, 48 h | Potency, µM (series often up to 46.1 µM), for the others: at the highest dose re-replication activation, usual class: activators | hit rate 1.8% among 340,000; also: potency is read from the fitted curve at half-maximal effect; % of control where 0% means no effect; nearly all actives have a fitted effect of over 55% in size
#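 First, 250 cells per well were seeded. Next, compound or vehicle (23 nL) was pinned in, plates sat 48 hr at 37 C. Finally Hoechst was added for 40 min before fluorescence scanning.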
# MCF10A rereplic: A quantitative high throughput screen for small molecules that induce DNA re-replication in MCF 10a normal breast cells; MCF 10A DNA re-replication, Hoechst nuclear intensity, 48 h; Potency, µM (top dose mostly 46.1 µM), for the others: top-dose activity, positive = re-replication, actives largely listed as activators; hit rate 2.9% among 350,000; AID 624296, 2012; also: potency is read from the fitted curve at half-maximal effect; % of control where 0% means no effect; nearly all actives have a fitted effect of over 50% in size
# * hit, by the source's call; i = inactive; ? = inconclusive; nt = not tested or not shown; & = joins results of further samples; [ ] = dose if it differs, or a comment. Unless noted, calls follow the shape of the dose curve; as a rule, active = well fitted curve in the direction sought with a large enough effect; inconclusive = small, poorly fitted or top-dose-only effect, or another doubt; inactive = no such curve, though single readings can be large; an effect the other way counts as inactive or inconclusive.
structure,IL-1B inflam inh,ATXN2 expr inh,KB-V1 cytotox,HT1080 IDH1KD tx,WRN helicase inh,HT1080-NT tox,KB-3-1 cytotox,SW480 rereplic,MCF10A rereplic
CCc1ccccc1Oc1ccc(S(=O)(=O)N2CCN(C)CC2)cn1,9.3,43.0%[activator],-4.2%,7.8%,-6.4%,6.4%,-9.1%,-1.2%,6.1%
COc1ccc(NC(=O)NCCCN2CCN(c3ccccc3F)CC2)cc1,-8.0,-11.1%,-24.0%,-16.9%,-3.2%,-12.0%,2.7%,0.1%,-1.9%
NC(=O)N/N=C/c1ccc2cccc(OCc3ccccc3)c2n1,nt,1.9%,-15.8%,-29.9%,-8.4%,-24.8%,-5.5%,?,18.9%
C/C(=N\NC(N)=S)C1C2C3CC4C5CC(C42)C1C53 (stereo unspecified),-19.1,?,?,-7.5%,0.6%,-23.6%,-20.2%,21.9%,0.0%
COc1cc2c(cc1OC)CN(S(=O)(=O)/C=C/c1ccccc1)CC2,-10.9,3.3%,2.1%,7.8%,10.9%,-5.3%,6.8%,-1.9%,6.9%
COc1ccc2nc3n(c(=O)c2c1)-c1cc2ccccc2cc1C(=O)NC3Cc1ccccc1 (stereo unspecified),-3.9,-21.9%,?,-6.1%,-0.2%,-15.5%,11.6µM*,nt,nt
Cc1cccc(C(C)C)c1NC(=O)COC(=O)Cc1ccsc1,8.8,7.6%,8.7%,19.0%,9.0%,13.2%,10.5%,-4.5%,20.8%
Cc1cccc2cc(CN(Cc3nnnn3Cc3ccccc3)C3CCCC3)c(=O)[nH]c12,-64.3*,-3.8%,20.6µM*,-16.4%,-3.7%,-9.9%,9.4%,1.7%,?
CCOC(=O)N1CCN(CC(O)COc2ccc(C)c(C)c2)CC1 (stereo unspecified),16.4,-8.7%,-4.7%,-1.5%,-2.3%,0.0%,7.1%,-9.2%,2.1%
COCCCNC(=S)N/N=C/c1ccc2ccccc2c1,-15.3,-18.9%,-1.6%,-11.1%,-32.1%,-3.7%,3.0%,3.8%,-1.4%
CSc1nnc(-c2cc3c(-c4ccccc4)nn(C)c3s2)n1C,?,8.7%,?,-7.5%,-8.5%,-3.4%,9.1%,-1.4%,-6.7%
Cc1cc(C)c(C(=O)COC(=O)[C@H](C)Nc2ccc(C(F)(F)F)cc2[N+](=O)[O-])c(C)c1,7.1,-2.5%,24.6%,-2.2%,-15.2%,-0.5%,-1.5%,5.8%,8.7%
COc1cccc(NC(=O)CSc2nnc(Cc3ccc(C)cc3)c(=O)n2N)c1,-5.5,9.0%,-16.3%,2.3%,-12.5%,-4.3%,-3.5%,-2.1%,15.4%
COc1cccc(/C=C2\N=C(c3c(-c4ccccc4)noc3C)OC2=O)c1OC,-11.0,-4.2%,-2.8%,14.0%,-2.0%,9.0%,-1.6%,-4.9%,13.8%
CC(C)COc1ccc(C(=O)Nc2scc(-c3ccc(Cl)cc3Cl)c2C(N)=O)cc1,-2.7,4.8%,3.66µM*,7.5%,-1.8%,17.6%,3.26µM*,5.0%,?
CCN(C[C@H]1N[C@@](C)(C(=O)OC)[C@H]2C(=O)N(C)C(=O)[C@@H]12)C(=O)Nc1ccccc1,20.9,4.9%,-5.2%,11.1%,10.4%,9.6%,2.7%,4.3%,-0.9%
Cn1ccc2c(-c3cncc4ccccc34)cc3c(c21)C1CCC3O1 (stereo unspecified),-13.4,-8.8%,?,-27.9%,-9.6%,-15.2%,?,nt,nt
CCOc1cccc(C(=O)Nc2cccc(NC(=O)c3ccco3)c2)c1,-4.2,-6.6%,?,-12.1%,-1.9%,-9.0%,?,-3.2%,-0.1%
C=CCn1c(SCc2cc(=O)n3cc(C)ccc3n2)nnc1-c1cccc(C)c1,3.7,14.2%,?,15.7%,1.5%,18.5%,1.3%,-2.7%,8.1%
O=C(N/C(=C/c1ccco1)C(=O)N1CCOCC1)c1ccccc1Br,i,6.7%,-6.5%,-5.4%,-5.5%,6.7%,-13.7%,-3.3%,-7.4%
Cc1ccc(S(=O)(=O)N2C(=O)CCC2C(=O)N2CCN(C)CC2)cc1 (stereo unspecified),-6.4,1.6%,2.1%,4.2%,4.1%,14.6%,1.4%,1.0%,0.3%
COc1ccccc1Cn1cccc1C=O,11.7,-14.4%,3.8%,3.4%,3.0%,6.9%,-16.2%,-41.6%,-47.8%[inhibitor]
Oc1ccccc1CNc1ccc(OC(F)(F)F)cc1,-89.2*,3.1%,-26.9%,?,-0.1%[57.1 µM],18.4µM*,-4.6%,-1.5%,-3.3%
COc1ccc(-c2ccccc2)cc1NC(=O)C1(C)CCN1C(=O)C(C)C (stereo unspecified),-17.3,-9.0%,-1.6%,12.1%,1.3%,-10.0%,-0.2%,nt,nt
COC(=O)C(C(=O)OC)c1ncccc1[N+](=O)[O-],15.1,-10.9%,26.6%,4.9%,0.0%,2.5%,5.6%,-4.2%,-0.3%
CN(C)CCNc1oc(/C=C/c2ccccc2)nc1C#N,3.3,12.6%,-3.5%,7.8%,6.9%,0.5%,25.1%,15.6%,9.7%
Cc1cc(C)c(OCCCCNCc2ccccc2)c(Cl)c1,-86.0*,0.0%,8.2µM*,12.6µM*,5.0%,15.8µM*,?,?,23.1µM*
CSc1ccccc1NC(=O)CN(C)C(=O)CNc1ccc(C(F)(F)F)cc1[N+](=O)[O-],30.6,nt,-4.7%,-3.0%,-6.1%,-5.6%,0.1%,-6.1%,0.2%
COCCNC(=O)c1ccc(CS(=O)(=O)c2cccc(C(F)(F)F)c2)o1,29.1,-11.2%,-18.4%,6.5%,-4.3%,-0.2%,-0.8%,-0.3%,-1.6%
CCO[C@@H]1OC(C(=O)NCc2nc3ccccc3[nH]2)=C[C@H](c2ccccc2)[C@H]1CCCO,-8.0,-6.2%,0.0%,-0.3%,3.9%,-3.1%,0.0%,?,-24.5%
O=C(CN1CCCCC1)Nc1nc(-c2ccc(F)c(F)c2)cs1,-9.8,52.0%[activator],?,-17.5%,4.7%,-10.3%,-18.0%,21.7%,?
CCN1C(=O)[C@H]2[C@@H](c3ccc(-c4ccc(OC)cc4)c(OC)c3)N[C@@](C)(C(=O)OC)[C@H]2C1=O,7.0,10.0%,-13.6%,0.4%,-8.6%,-4.7%,0.4%,1.3%,1.8%
[O-][n+]1c2c(nn1-c1ccccc1)/C(=N/O)CCC2,-23.3,6.8%,-0.5%,15.8%,-2.1%,24.6%,-3.6%,0.1%,5.0%
CCOC(=O)C(CC(=O)O)=C(c1ccccc1)c1ccccc1,6.3,-11.7%,0.0%,15.7%,-15.8%,8.0%,6.0%,-0.1%,-11.3%
COc1cccc2cc(-c3nnc(SCC(=O)Nc4nc(C)cs4)n3C)oc12,12.7,-14.1%,?,11.2%,-16.7%,3.9%,-12.5%,-5.6%,?
Cn1c(O)c(C=Nc2ccc(Br)cc2)sc1=O,12.2,nt,2.0%,2.2%,-1.4%,1.1%,-15.1%,-0.2%,18.3%

# Ordered by the number under IL-1B inflam inh (ascending): some entries from above
smiles	IL-1B inflam inh
Cc1cc(C)c(OCCCCNCc2ccccc2)c(Cl)c1	-86.0*
O=C(CN1CCCCC1)Nc1nc(-c2ccc(F)c(F)c2)cs1	-9.8
CCO[C@@H]1OC(C(=O)NCc2nc3ccccc3[nH]2)=C[C@H](c2ccccc2)[C@H]1CCCO	-8.0

# Next part.
structure,IL-1B inflam inh,ATXN2 expr inh,KB-V1 cytotox,HT1080 IDH1KD tx,WRN helicase inh,HT1080-NT tox,KB-3-1 cytotox,SW480 rereplic,MCF10A rereplic
CCN(/N=C/c1cccs1)c1cc(=O)n(C)c(=O)[nH]1,10.4,1.3%,0.0%,15.9%,-1.9%,14.4%,2.5%,0.3%,-2.1%
C[C@H]1CN(Cc2ccccc2)C(=O)[C@@H]1CC(=O)NCc1ccccc1,15.4,6.4%,?,17.7%,-0.5%,16.2%,15.2%&-3.7%,0.1%,3.4%
O=C(Nc1ccc(Cl)cn1)c1ccc2[nH]c(=O)c(=O)[nH]c2c1,29.0,nt,22.2%,8.6%,-9.3%,2.3%,5.4%,-1.4%,-2.1%
CCCc1nc2n[nH]c(N)c2c2c1COC(C)(C)C2,14.5,-0.7%,-4.9%,-28.4%,1.9%,16.0%[9.24 µM],1.2%,-6.0%,0.8%
CCn1cc(CNC(=S)Nc2cccc(Cl)c2C)cn1,31.3,-2.9%,-11.7%,12.3%,0.1%,17.0%,-10.4%,-93.4%[inhibitor],-35.0%[inhibitor]
CSc1cccc(NC(=S)N(C(C)C)C(C)c2ccccn2)c1 (stereo unspecified),-98.3*,-16.1%,-23.0%,-1.4%,-1.5%,1.6%,-3.2%,-6.2%,-1.0%

# Screening results deposited in PubChem by National Center for Advancing Translational Sciences (NCATS).
